# Bioassay records deposited in PubChem BioAssay by several laboratories.
# T cell HTS: modulators of CD8 T cell-vesicle binding, primary screen, mouse 2C CD8+ T cells, flow cytometry; 2C CD8+ T cell-vesicle binding; active compounds read low; calls only at 7 µM; hit rate 0.068% among 330,000;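 active = response, share of CD8 T cells binding vesicles, and their 90th percentile fluorescence all below set limits, cut at about 80% in these data, passing the limit was not always enough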
#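 Assay system: 2C TCR transgenic mouse naive CD8+ T cells, MACS-purified | Read-out: CD8+ gate FL2 mean fluorescence as % of same-row positive control | Signal: High-throughput flow cytometry with anti-B7-1 and anti-CD8 staining | Timing: Binding step 1.5 h, 37 °C, antibody labelling 20 min, ice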
# Rac1 GTP hydrolysis: MgcRacGAP GTPase-activating activity inhibitors, confirmation, biochemical, ADP Hunter fluorescence; AID 624330, 2012; hit rate 0.6% among 340,000; inhibition, % at 30 µM; hits with a dose series show IC50 in µM; MgcRacGAP-stimulated Rac1 GTP hydrolysis, ADP Hunter fluorescence; higher % means a stronger effect; GST-tagged Rac1 F28L mutant substrate; Rac GTPase-activating protein 1 (Homo sapiens);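 active = first-screen hits whose inhibition reached a set limit at any dose in the follow-up dose series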;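 also: fluorescence reports GDP produced by GAP-driven GTP hydrolysis; strong numbers were not always called active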
# NTR1 ag: agonists of NTR1, primary screen, imaging, U2OS cells, beta-arrestin-GFP, high content (AID 493036) | Neurotensin receptor type 1 (Homo sapiens), P30989 | NTR1-U2OS beta-arrestin-GFP spot imaging, agonist mode | activation, % at 20 µM | hit rate 0.17% among 330,000;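 active = activation at or above 40% of the spot to cytoplasm intensity ratio, with at least 20 cells analyzed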;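 also: 0% = DMSO without peptide and 100% = 100 nM NTR1 peptide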
# Target sequence (P30989 whole entry, looked up): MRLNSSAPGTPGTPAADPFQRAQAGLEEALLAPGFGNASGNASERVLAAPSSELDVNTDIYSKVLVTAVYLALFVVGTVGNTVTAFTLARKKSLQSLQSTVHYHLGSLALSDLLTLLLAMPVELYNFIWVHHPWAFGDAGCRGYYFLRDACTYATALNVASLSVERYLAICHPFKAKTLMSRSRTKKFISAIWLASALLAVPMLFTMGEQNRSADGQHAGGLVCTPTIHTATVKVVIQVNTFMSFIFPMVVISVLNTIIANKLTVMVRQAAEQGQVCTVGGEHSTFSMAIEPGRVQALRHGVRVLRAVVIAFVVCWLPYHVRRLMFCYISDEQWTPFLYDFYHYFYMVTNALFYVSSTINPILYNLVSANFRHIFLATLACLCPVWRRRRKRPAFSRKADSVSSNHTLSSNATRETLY
# T cell HTS vesicle-bound %: second read-out of T cell HTS, no call of its own (marks repeat the call); double positive events, %; measured here: CD8+ vesicle-bound cell fraction;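 binding gate set so that unloaded-vesicle control wells show 10% double positive cells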
# NTR1 ag cell count 20 µM: further read-out of NTR1 ag, marked with its call; cell count; measured here: cell count, cytotoxicity flag
# Active calls of the source: *; i = inactive. Not all compounds are listed (hit frequency here may not be typical).
Molecule	T cell HTS	T cell HTS vesicle-bound %	Rac1 GTP hydrolysis	NTR1 ag	NTR1 ag cell count 20 µM
CCn1nc(C(=O)NNS(=O)(=O)c2cc(/C=C/C(=O)O)cc(OC)c2OC)c2ccccc2c1=O	i	34	8%	1.1	52
COc1ccc(CCNC(=O)COC(=O)Cc2ccccc2F)cc1	i	56	11%	-0.6	44
Nc1ncnc2c1ncn2[C@@H]1O[C@H](COS(=O)(=O)O)[C@@H](O)[C@H]1O	i	16	5%	-0.4	63
CC1CCCN(C(=O)C2CCN(C(=O)Nc3ccccc3)CC2)C1 (stereo not given)	i	39	3%	2.2	61
CCOC(=O)C1=CC[C@@H](c2cc3cc(OC)ccc3n2C)N(S(=O)(=O)c2ccc(C)cc2)[C@H]1C(=O)OCC	i	9	3%	-1.9	58
O=C(Nc1ccc(N2CCCCC2)cc1)C1CCCN1S(=O)(=O)c1ccc(F)cc1 (stereo not given)	i	39	12%	-1.5	37
O=C(COc1cccc(F)c1)NNC(=O)Cc1ccc(Br)cc1	i	3	4%	-3.4	44
CCc1nc2ccccc2n1CC(=O)NC1CCS(=O)(=O)C1 (stereo not given)	i	34	8%	4.6	56
O=C(NCCc1ccc(OC(F)F)cc1)C1CC(=O)N(c2ccc3c(c2)OCCO3)C1 (stereo not given)	i	44	5%	-1.3	62
N#Cc1ccccc1COC(=O)c1cccc(S(=O)(=O)N2CCCC2)c1	i	43	-1%	-0.7	83
COc1ccc(NC(=S)NC(=O)c2ccc3c(c2)OCCO3)cc1	i	24	1%	1.9	50
O=C(C[C@@H]1C/C=C/CC[C@@H](Cc2ccc(F)cc2)C(=O)OC[C@H](Cc2ccccc2)NC1=O)N[C@H](CO)Cc1ccccc1	i	22	12%	5.7	66
COc1cccc(NC(=O)CN(C)C(=O)c2ccc(NC3CC3)c([N+](=O)[O-])c2)c1	i	32	7%	0.0	62
CCC/C(C#Cc1cc(OC)cc(OC)c1)=C1/c2ccccc2C(=O)N1c1ccccc1	i	40	0%	-2.5	64
C[C@H](CO)N1C[C@H](C)[C@@H](CN(C)C(=O)Nc2ccc(C(F)(F)F)cc2)Oc2c(NC(=O)CCC(F)(F)F)cccc2C1=O	i	33	3%	6.2	64
CCOC(=O)c1c(C)[nH]c(C)c1C(=O)COC(=O)c1sccc1C	i	27	2%	0.0	55
CC12CCC(CC1=O)C2(C)C (stereo not given)	i	6	-3%	-1.6	81
COc1cc(CC(=O)OCC(=O)NCc2ccc(C)cc2)cc(OC)c1OC	i	43	4%	-0.3	63
C[C@@H]1CN([C@H](C)CO)C(=O)c2cc(NC(=O)Nc3ccc(C(F)(F)F)cc3)ccc2O[C@H]1CN(C)S(=O)(=O)c1cccs1	i	16	8%	7.2	71
CCCCC[C@@H]1C=C(C(=O)O)[C@H](c2cccc(C)c2)N1S(=O)(=O)c1ccc(C)cc1	i	13	5%	2.5	97
CC(NC(=O)c1ccc(-c2ccccc2)cc1)C(c1ccccc1)N1CCOCC1 (stereo not given)	i	44	6%	-0.3	51
CC(C)(C)OC(=O)C[C@@H]1C/C=C\C[C@H](CC(=O)N[C@@H](CO)Cc2ccccc2)C(=O)N[C@H](Cc2ccccc2)COC1=O	i	13	6%	2.8	59
CCOc1ccc(C(=O)OCC(=O)NC2CCCCCCC2)cc1	i	30	3%	3.2	41
COC(=O)C1=C(C)N(Cc2ccccc2)C(=NCc2cccc(Cl)c2)N[C@H]1c1ccccc1	i	26	8%	14	65
COc1cccc(CN(C)C(=O)CCN=C2NS(=O)(=O)c3ccccc32)c1OC	i	22	6%	-1.0	57
CC(NC(=O)COC(=O)c1cc(Cl)ccc1O)C1CC2CCC1C2 (stereo not given)	i	50	1%	3.8	41
Cc1c(C(=O)Nc2ccc(S(=O)(=O)N(C)C3CCN(C)CC3)cc2)oc2ccccc12	i	45	11%	8.4	63
O=C(NC(=S)/C(=C1\CCCCCN1)[N+](=O)[O-])c1ccccc1	i	32	6%	0.5	50
CCCCN1C(=N)N([C@@H](C)CN2CCC[C@H]2CN2C(N)=NC[C@H]2C(C)C)C[C@H]1[C@H](C)CC	i	18	6%	2.9	51
O=C(c1ccc(=O)[nH]c1)N1CCN(S(=O)(=O)c2ccc3ccccc3c2)CC1	i	35	9%	-1.4	62
C=CCC[C@@H](Cc1ccc(F)cc1)C(=O)OC[C@@H](Cc1ccccc1)NC(=O)[C@@H](CC=C)CC(=O)N[C@@H](CO)Cc1ccccc1	i	4	9%	3.2	60
O=C(COC(=O)C1CC1)Nc1ccc(Cl)cn1	i	20	8%	0.7	58
CC1(C)CC(NC(=O)C2CCN(S(=O)(=O)c3cccc(C(F)(F)F)c3)CC2)CC(C)(C)N1	i	38	8%	0.1	42
CN(C)S(=O)(=O)c1ccc(C(=O)OCC(=O)Nc2ccc3c(c2)OCO3)cc1	i	44	6%	0.5	104
O=C(CN1C(=O)NC2(CCOc3ccccc32)C1=O)Nc1cccc([N+](=O)[O-])c1 (stereo not given)	i	49	3%	0.6	51
Cc1ccccc1-c1nnn(CC(=O)NC(=O)NC2CCCC2)n1	i	2	4%	0.7	56
COc1cc(/C=C/C(=O)OCC(=O)N(C)Cc2ccccc2)cc(OC)c1OC	i	40	5%	0.2	54
Cc1ccc(C(C)C)cc1OCC(=O)Nc1nnc(C2CC2)s1	i	15	0%	3.1	50
CC(=O)c1cccc(NC(=O)C(C)OC(=O)CCc2nc3ccccc3c(=O)[nH]2)c1 (stereo not given)	i	21	7%	0.3	45
CC(=O)N/C(=C\c1ccccc1)C(=O)OC(C)C(=O)Nc1ccccc1F (stereo not given)	i	25	0%	0.9	46

# Reprinted at random: 5 compounds from above, in no set order.
Molecule	T cell HTS	T cell HTS vesicle-bound %	Rac1 GTP hydrolysis	NTR1 ag	NTR1 ag cell count 20 µM
CN(C)S(=O)(=O)c1ccc(C(=O)OCC(=O)Nc2ccc3c(c2)OCO3)cc1	i	44	6%	0.5	104
Cc1ccccc1-c1nnn(CC(=O)NC(=O)NC2CCCC2)n1	i	2	4%	0.7	56
CCOc1ccc(C(=O)OCC(=O)NC2CCCCCCC2)cc1	i	30	3%	3.2	41
CC(=O)c1cccc(NC(=O)C(C)OC(=O)CCc2nc3ccccc3c(=O)[nH]2)c1 (stereo not given)	i	21	7%	0.3	45
COc1cccc(CN(C)C(=O)CCN=C2NS(=O)(=O)c3ccccc32)c1OC	i	22	6%	-1.0	57

# (continued)
Molecule	T cell HTS	T cell HTS vesicle-bound %	Rac1 GTP hydrolysis	NTR1 ag	NTR1 ag cell count 20 µM
Cc1ccc(S(=O)(=O)N2CCCCC2)cc1C(=O)NCCN1CCOCC1	i	38	9%	-0.4	57
O=C(CCN1C(=O)CSc2ccccc21)Nc1cccc(C(F)(F)F)c1	i	43	5%	-2.0	78
CC1CN(C(=O)COC(=O)c2cnc(Cl)c(Cl)c2)CC(C)O1 (stereo not given)	i	7	1%	-0.9	51
CCc1sc(C(=O)N2CCc3cc(OC)c(OC)cc3C2CC(=O)O)cc1C (stereo not given)	i	26	0%	2.3	61
O=C(CN1C(=O)NC2(CCOc3ccccc32)C1=O)c1ccc(Cl)s1 (stereo not given)	i	39	5%	-3.0	27
CC1CCC2(CC1)NC(=O)N(CC(=O)N1CCN(C(=O)c3cccs3)CC1)C2=O (stereo not given)	i	35	0%	1.4	61
CCCC[C@@H]1C=C(C(=O)O)[C@H](c2ccc3c(c2)OCO3)N1S(=O)(=O)c1ccc(C)cc1	i	21	-1%	5.8	54
O=C(Cc1ccccc1F)NNC(=O)c1cccs1	i	44	0%	3.4	61
COc1cccc(C(=O)N(C)CC(=O)Nc2cccc3ccccc23)c1	i	39	-3%	-1.3	49
Cc1ccc(S(=O)(=O)NCCC(=O)Nc2cccc(S(=O)(=O)N3CCCC3)c2)cc1C	i	15	-6%	-0.8	50
COc1ccc(NC(=O)COC(=O)CCSc2ccccc2)cc1OC	i	56	7%	-1.3	58
CCN(Cc1ccc(Cl)s1)C(=O)c1cccc(OCc2c(C)noc2C)c1	i	36	4%	1.8	60
O=C(NC1CCC(O)CC1)c1ccc(NS(=O)(=O)c2cccc([N+](=O)[O-])c2)cc1 (stereo not given)	i	16	9%	-2.7	70
O=C1N(c2ccccc2C(F)(F)F)O[C@]1(c1ccccc1)C1CCCC1	i	25	4%	3.3	55
CN(C(=O)CSc1nc(-c2cccs2)nc2ccccc12)C1CCS(=O)(=O)C1 (stereo not given)	i	31	8%	0.6	52
CC(C)CN(C(=O)CN1C(=O)NC2(CCc3ccccc32)C1=O)C1CCS(=O)(=O)C1 (stereo not given)	i	54	6%	-0.9	85
Cc1cc(NC(=O)CSc2ncc(C(=O)O)n2-c2ccc(F)cc2)no1	i	20	2%	4.2	45
O=C(NNC(=O)c1ccccn1)c1ccc(OC(F)F)cc1	i	44	0%	-0.2	74
CC(C)(C)[C@H]1COC(=O)[C@@H](Cc2ccc(F)cc2)CC/C=C/C[C@@H](CC(=O)N[C@H](CO)Cc2ccccc2)C(=O)N1	i	49	5%	6.8	49
COC(=O)CC#N	i	40	6%	-1.1	48

# Going on with the list:
molecule,T cell HTS,T cell HTS vesicle-bound %,Rac1 GTP hydrolysis,NTR1 ag,NTR1 ag cell count 20 µM
COc1cccc(-c2ncc3ccccc3c2COC(=O)c2ccco2)c1,i,45,8%,3.4,60
O=C(Cn1c(=O)cnc2ccccc21)Nc1cc(Cl)ccc1N1CCOCC1,i,29,-4%,-0.2,44
CC(C)(C)OC(=O)N1CCCC(C(=O)Nc2ccc(C(=O)N3CCOCC3)cc2)C1 (stereo not given),i,52,7%,0.7,62
O=S(=O)(c1cc(F)ccc1F)N1CCN(c2ncnc3ccccc23)CC1,i,29,7%,0.3,71
Fc1ccc2cnc(-c3ccccc3)c(-c3ccc(C(F)(F)F)cc3)c2c1,i,42,5%,8.2,47
CCN1CCN(C(=S)NC(=O)c2cc(OC)c(OC)c(OC)c2)CC1,i,51,3%,1.2,51
C[C@H](NC(=O)c1nc[nH]c1C(=O)N1CCc2ccccc2C1)c1ccccc1,i,44,12%,-2.4,66
COc1ccccc1N(C)S(=O)(=O)c1ccc(C)c(C(=O)NCc2ccccn2)c1,i,13,3%,2.6,63
Cc1ccc(CONC(=O)c2cccc([N+](=O)[O-])c2)cc1,i,48,6%,-1.5,44
COc1ccc(NC(=O)N(C)C[C@H]2Oc3ccc(NC(=O)NC4CCCCC4)cc3C(=O)N([C@H](C)CO)C[C@@H]2C)cc1,i,9,2%,3.2,51
CCCN(CC(=O)Nc1ccccc1OC)C(=O)c1nc2nc(C)ccn2n1,i,20,5%,1.0,54
COc1cc(/C=C/C(=O)O)ccc1OS(=O)(=O)c1c(C)c(C)cc(C)c1C,i,15,6%,1.7,56
COCCN(C(=O)C1CC(=O)N(Cc2ccc(C)cc2)C1)c1c(N)n(CC(C)C)c(=O)[nH]c1=O (stereo not given),i,6,5%,1.1,71
CN(CC(=O)Nc1cc(Cl)ccc1C#N)C1CCS(=O)(=O)C1 (stereo not given),i,14,3%,-0.8,55
O=C(COC(=O)CC1CC2CCC1C2)Nc1ccc(F)cc1Cl (stereo not given),i,37,4%,5.9,54
Cn1cccc1C1CCCN1CC(=O)Nc1c(Cl)cc(Cl)cc1Cl (stereo not given),i,39,-4%,5.5,53
CC(C)(C)OC(=O)C[C@@H]1C/C=C\C[C@H](CC(=O)NCCO)C(=O)N[C@H](Cc2ccccc2)COC1=O,i,14,8%,0.1,54

# Reformatted field by field: part of the list above.
> CN(CC(=O)Nc1cc(Cl)ccc1C#N)C1CCS(=O)(=O)C1 (stereo not given)
  T cell HTS = i
  T cell HTS vesicle-bound % = 14
  Rac1 GTP hydrolysis = 3%
  NTR1 ag = -0.8
  NTR1 ag cell count 20 µM = 55

> O=C(COC(=O)CC1CC2CCC1C2)Nc1ccc(F)cc1Cl (stereo not given)
  T cell HTS = i
  T cell HTS vesicle-bound % = 37
  Rac1 GTP hydrolysis = 4%
  NTR1 ag = 5.9
  NTR1 ag cell count 20 µM = 54

> Cn1cccc1C1CCCN1CC(=O)Nc1c(Cl)cc(Cl)cc1Cl (stereo not given)
  T cell HTS = i
  T cell HTS vesicle-bound % = 39
  Rac1 GTP hydrolysis = -4%
  NTR1 ag = 5.5
  NTR1 ag cell count 20 µM = 53
